# Screening results as filed in PubChem BioAssay.
# DTT redox prof: compounds producing H2O2 with reducing agent – biochemical, NIH compound library profiling, artefact control for MLSCN library redox annotation, primary screen; DTT-dependent redox cycling H2O2, phenol red/HRP absorbance; 100% = 100 µM peroxide control, 0% = buffer; 200,000 compounds, 0.03% hits; activation, % at 10 µM;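 active = activation of at least 50% relative to the plate's high and low controls in the primary single-dose screen; inactive = activation below 50%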;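 also: compound incubated with DTT at 0.8 mM final as the reducing agent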
# STAT1 act: increases IFN-gamma driven STAT1 reporter signal; NIH 3T3 STAT1-luciferase reporter, luminescence; 100% = IFN-gamma alone, no compound; 200,000 compounds, 2.6% hits; activation (% of control), % at 5.5 µM;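 active = activation above the screen-wide mean activation plus 3 SD, cut at about 130% in these data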;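 also: raw ratio to IFN-gamma control signal so 100% means no change and 0% no light; values of inactives mirror those of a sister screen read the other way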
# FLuc stim CS: firefly luciferase counter-screen for stimulation assays; AID 1027; ATPlite luciferase biochemical, luminescence, 10 min; 0 = ATP-free wells, 1 = DMSO control; 200,000 tested, under 10 active; activation factor at 10 µM; P08659;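 active = luciferase activation factor, scaled between plate controls, of at least 2 with compound at 10 µM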
# Target sequence (P08659 whole entry, looked up): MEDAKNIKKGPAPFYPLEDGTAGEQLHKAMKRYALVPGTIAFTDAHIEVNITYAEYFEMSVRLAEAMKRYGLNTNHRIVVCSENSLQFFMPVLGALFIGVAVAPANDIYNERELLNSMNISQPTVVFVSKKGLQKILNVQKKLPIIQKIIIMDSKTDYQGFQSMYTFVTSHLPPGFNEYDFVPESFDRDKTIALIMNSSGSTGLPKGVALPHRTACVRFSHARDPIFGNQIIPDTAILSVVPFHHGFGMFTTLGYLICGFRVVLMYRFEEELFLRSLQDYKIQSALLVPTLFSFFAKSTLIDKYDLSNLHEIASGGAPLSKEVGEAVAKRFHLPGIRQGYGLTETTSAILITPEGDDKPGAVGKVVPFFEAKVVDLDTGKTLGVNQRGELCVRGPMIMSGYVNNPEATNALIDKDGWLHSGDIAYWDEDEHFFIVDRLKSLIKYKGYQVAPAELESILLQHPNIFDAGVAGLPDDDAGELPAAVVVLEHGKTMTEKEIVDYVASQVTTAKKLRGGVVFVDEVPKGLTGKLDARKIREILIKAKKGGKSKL
#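 Assay system: Luciferase/luciferin detection reagent, cell-free biochemical luciferase assay / Also added: ATP substrate / Schedule: 10 min at ambient temperature / Measured by: luminescence measurement of luciferase light output / Benchmarks: low control with PBS replacing ATP, high control enzyme plus ATP without compound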
# G6PDH counter: L. mesenteroides G6PDH inhibition counter-screen | Purified L. mesenteroides G6PDH, diaphorase/resazurin coupled fluorescence, 45 min | inhibition, % at 5 µM | 200,000 compounds, 0.12% hits; in the data active = inhibition above about 50%
# NF-kB expr up: raises NF-kB expression in human neuronal cells. NF-kB reporter expression; active compounds read high. fold change at 12.5 µM. 190,000 compounds, 1.6% hits; in the data active = fold change above about 3.3
# APP transl inh: APP translation inhibition; inhibition, % at 2 µM; SH-SY5Y APP 5'UTR-luciferase reporter, luminescence; 190,000 compounds, 0.82% hits;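 active = inhibition above a set limit, derived from the sample mean plus 3 SD, cut at about 45% in these data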; also: values of inactives mirror those of a sister screen read the other way
# Hsp70 act: switches on Hsp70 transcription | HeLa Hsp70 promoter luciferase reporter, luminescence; scaled: vehicle 0, proteasome-inhibitor control 100% | activation, % at 10 µM | 200,000 compounds, 0.04% hits;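 active = activation above the mean across all tested compounds plus 3 SD, cutoff set per campaign, cut at about 5.5% in these data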;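 also: 100% = MG132 at 30 µM as the positive control and 0% = DMSO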
# APP 5'UTR act: APP 5'UTR luciferase reporter activation; SH-SY5Y APP 5'UTR luciferase reporter, luminescence; zero percent = DMSO vehicle wells; activation, % at 2 µM; 190,000 compounds, 1% hits; AID 1276;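 active = activation above a set limit, based on mean plus 3 SD of controls, cut at about 140% in these data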; also: values of inactives mirror those of a sister screen read the other way
# FLuc inh counter: inhibits firefly luciferase, flagging false hits in luciferase inhibition screens | P08659 | ATPLite firefly luciferase biochemical luminescence, 10 min | 200,000 compounds, 1.5% hits | AID 1006 | inhibition, % at 10 µM;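 active = inhibition above about 50% when tested at 10 µM, limit read from the data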
# Efa HMGR inh: E. faecalis class II HMG-CoA reductase inhibition. purified E. faecalis HMGR, NADPH absorbance 340 nm kinetic. inhibition, % at 10 µM. 190,000 compounds, 0.41% hits. AID 1066;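 active = inhibition above a set limit, the median over all tested compounds plus 3 SD, cut at about 9.5% in these data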;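 also: enzyme runs in reverse so mevalonate oxidation gives rising NADPH absorbance; 0% = complete reaction with DMSO and 100% = background rate lacking mevalonate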
# * marks the source's active call; other numbers are inactive results; x = no result given. This is a random part of the collection. About 5.3% of those tested had a hit in this group.
# Below each SMILES – DTT redox prof	STAT1 act	FLuc stim CS	G6PDH counter	NF-kB expr up	APP transl inh	Hsp70 act	APP 5'UTR act	FLuc inh counter	Efa HMGR inh
> CN1CC[n+]2cnc3ccccc3c21
    2.0	104	1	22	1.1	3	-0.2	-3	-1	-1
> C=CCc1cc(C=O)cc(OC)c1OCc1ccc(Cl)cc1
    1.9	96	1.1	6	1.9	-13	0.2	13	-5	-2
> CCC(NC(=O)OC(C)(C)C)C(=O)Oc1ccc2c3c(c(=O)oc2c1)CCC3 (stereo unspecified)
    2.5	111	1.1	2	1.3	-1	-0.2	1	-6	-2
> Cc1ccc(C(=O)N/C(=C/c2ccccc2)C(=O)NCC2CCCO2)cc1 (stereo unspecified)
    0.4	94	1.1	3	1.1	-6	-0.2	6	-8	0
> CNc1nc(C(=O)O)nc(N2CCOCC2)n1
    -0.1	98	1	4	1	-2	0.1	2	-3	-4
> CCOC(=O)c1ccccc1NC(=O)CSc1nc2ccccc2n1CC(=O)N1CCCC1
    2.6	109	1.1	-1	1.1	-10	-0.5	10	-6	-2
> CCN(CCNC(=O)Nc1ccc(Cl)cc1)c1ccccc1
    0.2	102	1	8	0.75	-9	-0.3	9	-1	-3
> CC(C)(C)C(=O)NC(n1cnc2c(N3CCOCC3)ncnc21)C(Cl)(Cl)Cl (stereo unspecified)
    -0.3	89	1.1	12	0.73	-10	-0.1	10	-8	-1
> O=C1CC(C(=O)N2CCOCC2)C2(CCCCC2)O1 (stereo unspecified)
    0.1	98	1.1	18	0.97	-7	-0.6	7	-7	-1
> CC(C)CN(CC(C)C)c1ccc(/C=N/n2cnnc2)cc1[N+](=O)[O-]
    -0.6	100	1	4	1	-15	0.1	15	-5	4
> C=CCOc1ccc(Cl)cc1CNCCCN1CCOCC1
    -4.2	108	1	1	1.4	-1	-0.4	1	-4	-3
> O=C(NCc1cccnc1)c1cc([N+](=O)[O-])ccc1N1CCOCC1
    5.4	98	1.1	-1	1	2	-0.1	-2	-6	5
> O=C1CC(N(O)C2CC(=O)N(Cc3ccccc3)C2=O)C(=O)N1Cc1ccccc1 (stereo unspecified)
    -0.7	98	1.1	10	0.86	6	-0.1	-6	-7	1
> CC1CCCN(CCOc2ccc3ccccc3c2Br)C1 (stereo unspecified)
    -0.5	125	1.1	0	1.5	2	-0.2	-2	-9	3
> CCn1c(SCc2cccc(F)c2)nnc1-c1cccnc1
    -1.4	110	1	8	1	-14	0.1	14	-2	-2
> CC(=O)Nc1ccccc1C(=O)C(=O)Nc1ccc(Cl)cc1
    2.5	121	1	-2	1.4	-21	-0.1	21	-4	-3
> Cc1ccc(O)c(-c2cc(C(=O)Nc3c(C)n(C)n(-c4ccccc4)c3=O)[nH]n2)c1
    0.5	99	1	4	1.3	2	-0.5	-1	0	-2
> O=C(CCc1nnc(C2CCCCC2)o1)N1CCCCC1CCn1cccn1 (stereo unspecified)
    0.0	102	1	17	1.4	-18	-0.2	17	-5	-1
> O=C(Cn1nc(-c2ccccc2)ccc1=O)NCCN1CCN(Cc2ccccc2)CC1
    2.2	100	1	22	0.96	-2	-0.4	2	-2	-2
> CC1CCCCN1C(=O)c1ccc(COc2ccc([N+](=O)[O-])cc2)o1 (stereo unspecified)
    -0.3	92	1	2	0.98	19	-0.1	-19	0	5
> COCC(=O)NCc1ccc2c(c1)OCO2
    1.3	104	1.1	2	0.97	-9	-0.3	9	-7	-2
> COc1cccc(OC)c1NC(=O)Cc1nn(C)c(=O)c2ccccc12
    1.7	97	1	3	0.95	-4	-0.1	3	0	-2
> O=C1CCCC/C1=C/Nc1ccc(S(=O)(=O)Nc2ncccn2)cc1
    -4.0	95	1	5	1	-11	-0.1	11	-1	-6
> COc1cccc(-n2nnnc2SCC(=O)NCCc2ccccc2)c1
    -0.6	99	1.1	11	0.95	-8	-0.4	8	-6	-4
> CNc1c([N+](=O)[O-])cnn1-c1ccc(Cl)cc1
    -3.1	108	1	0	1.5	4	-0.6	-4	1	-3
> O=C(c1cc(S(=O)(=O)Nc2ccccc2F)c(Cl)cc1Cl)N1CCN(CCO)CC1
    -0.4	109	1	3	1.1	-8	0.0	8	-3	-7
> Cc1nc2nc[nH]c2cc1Br
    -0.7	97	1	8	0.97	-8	-0.2	8	-3	1
> CCN(CC)c1ccc([N+](=O)[O-])cc1C(=O)N1CCOCC1
    0.6	96	1	21	1.1	-10	-0.4	10	-1	-1
> COc1ccc(N(C(=O)c2cccnc2)S(=O)(=O)c2cccc([N+](=O)[O-])c2)cc1
    -1.1	103	1	3	0.96	-1	0.1	1	-4	-11
> COc1ccc(-c2csc(NCc3ccco3)n2)cc1C
    -0.9	94	0.9	6	1.1	-50	-0.2	50	13	1

# 9 compounds from above, arranged by count of non-hydrogen atoms, lowest first:
# Below each SMILES – DTT redox prof	STAT1 act	FLuc stim CS	G6PDH counter	NF-kB expr up	APP transl inh	Hsp70 act	APP 5'UTR act	FLuc inh counter	Efa HMGR inh
> Cc1nc2nc[nH]c2cc1Br
    -0.7	97	1	8	0.97	-8	-0.2	8	-3	1
> CNc1c([N+](=O)[O-])cnn1-c1ccc(Cl)cc1
    -3.1	108	1	0	1.5	4	-0.6	-4	1	-3
> O=C1CC(C(=O)N2CCOCC2)C2(CCCCC2)O1 (stereo unspecified)
    0.1	98	1.1	18	0.97	-7	-0.6	7	-7	-1
> CC(=O)Nc1ccccc1C(=O)C(=O)Nc1ccc(Cl)cc1
    2.5	121	1	-2	1.4	-21	-0.1	21	-4	-3
> CC1CCCCN1C(=O)c1ccc(COc2ccc([N+](=O)[O-])cc2)o1 (stereo unspecified)
    -0.3	92	1	2	0.98	19	-0.1	-19	0	5
> CC(C)(C)C(=O)NC(n1cnc2c(N3CCOCC3)ncnc21)C(Cl)(Cl)Cl (stereo unspecified)
    -0.3	89	1.1	12	0.73	-10	-0.1	10	-8	-1
> CCC(NC(=O)OC(C)(C)C)C(=O)Oc1ccc2c3c(c(=O)oc2c1)CCC3 (stereo unspecified)
    2.5	111	1.1	2	1.3	-1	-0.2	1	-6	-2
> O=C(c1cc(S(=O)(=O)Nc2ccccc2F)c(Cl)cc1Cl)N1CCN(CCO)CC1
    -0.4	109	1	3	1.1	-8	0.0	8	-3	-7
> O=C(Cn1nc(-c2ccccc2)ccc1=O)NCCN1CCN(Cc2ccccc2)CC1
    2.2	100	1	22	0.96	-2	-0.4	2	-2	-2

# More records follow:
# Below each SMILES – DTT redox prof	STAT1 act	FLuc stim CS	G6PDH counter	NF-kB expr up	APP transl inh	Hsp70 act	APP 5'UTR act	FLuc inh counter	Efa HMGR inh
> COc1ccc(OC)c(NC(=O)NCc2ccc(F)cc2)c1
    3.1	104	1	5	1	-26	-0.1	27	4	-6
> O=C(c1ccc(F)cc1)n1cc(C(=S)N2CCOCC2)c2ccccc21
    -0.3	98	1	11	x	-3	0.0	3	4	-1
> O=C(Cn1cnc2ccccc2c1=O)NCc1ccc2c(c1)OCO2
    0.3	101	1.1	12	1.4	-10	0.3	10	-6	-1
> CCOCCCNS(=O)(=O)c1ccc(NC(=O)c2ccc(OC)c([N+](=O)[O-])c2)cc1
    -0.9	97	1.1	3	1.1	-6	-0.1	6	-7	-5
> CCOC(=O)N1CCN(C(=O)/C(=C\c2cccs2)NC(=O)c2cccs2)CC1
    -0.2	97	1	9	0.72	5	0.6	-5	-2	-1
> Cc1oc2ncnc(N)c2c1C
    1.7	95	1	5	1.1	10	0.0	-10	-1	-3
> COc1ccccc1-n1c(SCC(=O)Nc2cccc(S(N)(=O)=O)c2)nc2ccccc2c1=O
    -2.3	92	1.1	-1	1.2	5	-0.2	-5	-6	0
> O=C(CN(C(=O)c1ccc(Cl)cc1)N1C(=O)C2CCCCC2C1=O)c1ccc(Cl)cc1 (stereo unspecified)
    2.0	104	1	2	1.2	11	-0.3	-11	-2	-4
> Cc1ccc(-c2cc(-c3ccc(F)cc3)nc(N)c2C#N)o1
    3.0	100	1	10	1.3	-1	-0.1	1	-1	-6
> Cc1ccc(SCC(=O)NN=C2CCN(C)CC2)cc1
    -1.6	107	1.1	9	1.1	-16	0.0	16	-9	4
> O=C(CSC1=NCCS1)Nc1cccc2ccccc12
    0.4	95	1.1	3	1.2	21	0.1	-21	-6	1
> N#Cc1c(N)nc2c(c1-c1ccco1)CCCCC2
    1.8	95	x	x	x	-17	-0.3	17	x	x
> CCOc1c2ccc(C(=O)NC3CCCc4ccccc43)cc2nn1CC (stereo unspecified)
    -4.0	96	1	-4	1.2	-16	-0.1	16	-4	0
> CC(C)c1ccc(N(CC(=O)NN=C2CCN(C)CC2)S(=O)(=O)c2ccccc2)cc1
    -0.6	100	1	0	0.91	3	0.4	-3	-1	-4
> COc1ccc(OC)c(/C=C/C(=O)N(C)CC(=O)Nc2cc(C)ccc2C)c1
    0.2	108	1	6	0.93	66*	-0.4	-66	-5	5
> Nc1cc(Cl)ccc1C(=O)OCC(=O)NC1CCS(=O)(=O)C1 (stereo unspecified)
    2.9	96	1.1	-2	1	-12	-0.2	12	-7	0
> CC1(C)OC(c2ccccc2)=C/C(=C/C=C2C(=O)c3ccccc3C2=O)O1
    -0.4	101	0.9	-1	1.1	4	0.0	-5	9	-1
> CCOc1ccc(NC(=O)c2ccc(S(=O)(=O)N(C)C)cc2)cc1
    -0.2	93	1.1	-13	0.99	2	-0.5	-2	-8	2
> COc1ccc(-c2n[nH]c(C)c2-c2cnn(-c3ccccc3)c2)c(O)c1
    0.1	100	1	14	0.83	2	-0.1	-2	-1	1
> CCN(CC)S(=O)(=O)c1ccc(NC(=O)c2cccs2)cc1
    -0.2	114	1	2	1.1	-4	0.5	4	-1	-4
> COc1ccc([N+](=O)[O-])cc1CSc1nnc(NC(C)=O)s1
    -1.6	93	1.1	9	1.5	0	-0.3	0	-10	-1
> O=C(CN1C2=NCCN2c2ccccc21)C12CC3CC(CC(C3)C1)C2
    2.2	98	1.1	3	1.1	-6	0.0	6	-10	0
> CCN1CCCC1CNC(=O)Cn1cnc2ccc(S(=O)(=O)N3CCC(C)CC3)cc2c1=O (stereo unspecified)
    -1.9	95	1	-11	0.9	8	-0.2	-9	-2	2
> CC(=O)Nc1ccc(-n2c(C)nc(=O)c(-c3ccccc3)c2C)cc1
    -0.3	100	1.1	4	1.2	-15	-0.3	15	-6	-2
> Cc1nn(-c2ccc(F)cc2)c(C)c1/C=C/C(=O)N1CCNC(=O)C1
    -0.7	103	1.1	5	1.9	-19	-0.5	19	-8	-4
> Cc1ccn2c(C(=O)CSc3ccccc3Cl)c(C)nc2c1
    2.2	99	1	-43	1.4	-5	0.0	5	-4	-3
> S=C(NCc1ccccn1)Nc1cccc(Cl)c1
    8.9	102	1.1	-6	1.1	-18	-0.4	18	-10	-2
> O=C(NC(=S)Nc1ccc(N2CCOCC2)cc1)c1ccco1
    0.1	108	0.7	-6	1.4	-37	0.2	37	25	1
